# SR-BI DiI-HDL act = activators of SR-BI mediated HDL lipid uptake; CHO ldlA[mSR-BI] cells, DiI-HDL uptake fluorescence, 3 h; 100 = double the neutral-control signal; activation, % at 12.5 µM; actives 0.096% (n = 320,000);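 active means mean replicate activation of at least 60% and every replicate at or above 60%; inconclusive means mean or all-replicate condition met, but not both; inactive means mean below 60% and not all replicates reaching 60%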;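 further: 0% = median plate neutral-control signal and 100% = twice that signal; values of inactives mirror those of a sister screen read the other way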
#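 Assay system: CHO ldlA[mSR-BI] cells, LDL receptor-null, SR-BI overexpressing; medium: Ham's F12 with 0.5% BSA, HEPES 25 mM, pH 7.4; also added: DiI-HDL 10 µg/mL; timing: 3 h uptake period with compound, 37 °C; signal: DiI fluorescence, bottom read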
# SR-BI DiI inh = mouse SR-BI HDL lipid transfer inhibition; actives 0.96% (n = 320,000); AID 488896; Q61009; inhibition, % at 12.5 µM; ldlA[mSR-BI] CHO cells, DiI-HDL uptake fluorescence, 3 h;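 active means mean replicate inhibition of at least 70% and a set share of replicates each scoring 70 or more; inconclusive means meets just one of the two criteria; inactive means fails both criteria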;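 further: 0% = median of neutral control wells and 100% = median of positive control wells; values of inactives mirror those of a sister screen read the other way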
# dFosB activator = mouse delta FosB homodimer activation. AID 493131. actives 0.99% (n = 340,000). activation, % at 25 µM. purified delta FosB, TAMRA-CDK5 oligo fluorescence polarization; percent of positive-control signal above neutral wells;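 active means mean activation above about 17%, with every replicate also reaching it, limit read from the data, passing the limit was not always enough; inconclusive means only one of the two conditions met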;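 further: fluorescence polarization rise as delta FosB binds a TAMRA Cdk5 AP-1 oligo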
# Target sequence (P13346 whole entry, looked up): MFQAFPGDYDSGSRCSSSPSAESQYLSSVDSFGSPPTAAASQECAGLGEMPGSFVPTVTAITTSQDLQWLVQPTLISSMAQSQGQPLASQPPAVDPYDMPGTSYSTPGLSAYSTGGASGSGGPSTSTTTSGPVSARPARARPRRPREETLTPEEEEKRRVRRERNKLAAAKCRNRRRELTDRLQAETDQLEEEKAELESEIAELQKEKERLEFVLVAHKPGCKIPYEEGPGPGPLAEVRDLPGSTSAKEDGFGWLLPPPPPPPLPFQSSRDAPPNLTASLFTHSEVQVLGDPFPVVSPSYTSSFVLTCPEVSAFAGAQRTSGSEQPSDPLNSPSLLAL
# PvdQ acylase = P. aeruginosa PvdQ acylase inhibition; actives 0.063% (n = 340,000); purified PvdQ acylase, fluorescence plate reader; inhibition, % at 10 µM; AID 488965; in the data active means inhibition above about 30%, passing the limit was not always enough; inconclusive means no clear call, values can overlap the other calls;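 further: 0% = vehicle neutral wells and 100% = reference inhibitor wells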
# Rtt109 HAT inh = C. albicans Rtt109 histone acetyltransferase inhibition; purified Rtt109/Vps75, ThioGlo CoA-SH fluorescence, 4 h; inhibition, % at 34.9 µM; actives 0.16% (n = 330,000); AID 540336;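 active means inhibition of at least 50% in every replicate; inconclusive means best replicate reaches 50% inhibition but some replicates fall short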
# Target sequence (Q5AAJ8 whole entry, looked up): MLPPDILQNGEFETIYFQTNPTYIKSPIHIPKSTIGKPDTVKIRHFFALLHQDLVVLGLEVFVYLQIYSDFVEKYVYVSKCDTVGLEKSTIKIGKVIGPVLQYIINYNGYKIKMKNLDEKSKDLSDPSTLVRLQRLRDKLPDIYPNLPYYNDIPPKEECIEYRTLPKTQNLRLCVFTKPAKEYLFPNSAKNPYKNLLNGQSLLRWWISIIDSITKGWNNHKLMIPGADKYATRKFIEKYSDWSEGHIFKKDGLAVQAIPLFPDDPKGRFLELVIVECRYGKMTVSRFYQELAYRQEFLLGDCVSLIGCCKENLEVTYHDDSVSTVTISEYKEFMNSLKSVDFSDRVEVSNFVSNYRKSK
# NSD2 inh = blocks human histone methyltransferase NSD2; NSD2 peptide methylation, AlphaScreen, 120 min; inhibition, % at 12.5 µM; actives 0.54% (n = 310,000); in the data active means inhibition above about 50%
# MITF act = activators of MITF-driven TRPM1 promoter activity in SK-MEL-5 cells. SK-MEL-5 TRPM1-promoter luciferase, 24 h; % of positive control, neutral wells = 0. activation, % at 12.5 µM. actives 0.75% (n = 300,000). AID 588334;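 active means mean activation of at least 80% with every replicate also reaching 80%; inconclusive means mean reaches 80% but some replicate falls short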;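 further: 0% = neutral control wells and 100% = parthenolide positive control wells; values of inactives mirror those of a sister screen read the other way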
# PfHsp90 yeast 2 = reduces growth (ATP signal) of yeast expressing P. falciparum Hsp90. actives 0.32% (n = 310,000). S. cerevisiae expressing PfHsp90, BacTiter-Glo ATP, 48 h; yeast lacking PDR1 and PDR3 efflux regulators. AID 504621. inhibition, % at 9.4 µM;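 active means every replicate shows inhibition above about 80%, whatever the replicate mean, limit read from the data; inconclusive means mean inhibition reaches the set limit but some replicate falls short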;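 further: 0% = DMSO neutral controls and 100% = 20 µM radicicol positive controls; yeast relying on Plasmodium falciparum Hsp90 in place of its own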
# CAL PDZ FP-1 = blocks peptide binding to human CAL PDZ domain; purified CAL PDZ, TMR-peptide fluorescence polarization, 1 h; inhibition, % at 20 µM; actives 0.02% (n = 330,000); Q9HD26; AID 504414;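 active means highest replicate inhibition of at least 40%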;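 further: plate controls were DMSO neutral control wells for no effect and unlabeled competitor peptide control wells for full effect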
#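 System: tagged CAL PDZ domain. Schedule: 1 h room-temperature incubation prior to read. Signal: fluorescence polarization (mP). Measure: percent inhibition from loss of millipolarization.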
# CAL PDZ FP-2 = CAL PDZ (human) peptide binding inhibition; inhibition, % at 24.9 µM; Q9HD26; AID 602252; purified CAL PDZ, TMR-peptide fluorescence polarization, 1 h; actives 0.92% (n = 300,000);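 active means mean inhibition of at least 30% with at least half of replicates also reaching 30%; inconclusive means no clear call, values can overlap the other calls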;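 further: 0% = DMSO neutral control and 100% = excess unlabeled competitor peptide PRC23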
# An asterisk follows results filed as active; ? = inconclusive; nt = not tested or not shown. This is a random part of the collection (roughly 4.3% active in at least one column).
compound	SR-BI DiI-HDL act	SR-BI DiI inh	dFosB activator	PvdQ acylase	Rtt109 HAT inh	NSD2 inh	MITF act	PfHsp90 yeast 2	CAL PDZ FP-1	CAL PDZ FP-2
COc1cc(C(=O)NC2CCN(Cc3ccccc3)CC2)cc(Cl)c1OC	-24	24	-2	-5	-11	-3	-1	-2	-3.2	-7
CC(NCC(=O)NCC(=O)Nc1ccc(F)cc1)c1cccc(C(F)(F)F)c1 (stereo unspecified)	-3	3	-7	-6	0	-2	-4	-3	0.3	nt
O=C(O)CCCN1C(=O)C2C3CC(C2C1=O)C1C(c2ccccc2)c2sc(=O)[nH]c2SC31 (stereo unspecified)	4	-4	-3	-12	-13	-14	-10	-15	-2.3	-4
CC1CCCCN1C(=O)CCNC(=O)Cn1cnc2ccccc2c1=O (stereo unspecified)	23	-23	3	1	-4	94*	-4	16	-1.4	-1
CC1CCC/C(=N\Nc2ccc(Cl)c(C(=O)O)c2)C1 (stereo unspecified)	11	-11	2	13	-4	6	4	-65	-0.1	0
COc1cccc(C(=O)N(Cc2ccccc2)Cc2cc3cc4c(cc3[nH]c2=O)OCCO4)c1	10	-10	?	-12	-9	0	1	-4	-3.5	nt
COC(=O)CN(c1ccccc1C)S(C)(=O)=O	7	-7	-4	11	-1	-2	2	11	-2.0	-1
COc1cc([N+](=O)[O-])ccc1NC(=S)Nn1cnnc1	-2	2	1	6	1	0	2	16	-0.3	nt
CC(=O)c1ccc(N2CCN(C(=O)c3ccc(Cl)c(S(=O)(=O)NC4CC4)c3)CC2)c(F)c1	-11	11	-1	-22	-4	-5	-1	-11	0.2	0
N#C/C(=C\c1ccc(-c2cccc(Cl)c2)o1)C(=O)Nc1cccc2cccnc12	2	-2	-10	-8	-32	1	-12	6	-3.6	-4
CN1CCN(c2nc3c(c(=O)n(C)c(=O)n3C)n2Cc2cccc3ccccc23)CC1	nt	-23	-2	-6	-1	7	-6	11	-0.9	0
Cc1cc(-c2ccc(/C=N/n3cnnc3)o2)c([N+](=O)[O-])cc1C	-6	6	-6	-3	-7	1	9	-14	-2.7	23
C=CCNC(=O)COc1coc(CN2CCN(Cc3ccccc3)CC2)cc1=O	7	-7	1	-16	-3	-5	-2	-3	-0.9	-2
COc1cc(SC#N)ccc1N=Cc1c(C)[nH]n(-c2ccc(C)cc2)c1=O	-29	29	-1	-11	-5	-7	-14	-99	0.1	0
O=C(CN1CCN(c2ncccn2)CC1)N(Cc1ccccc1)c1ccc(F)cc1	1	-1	-7	0	12	1	2	2	-2.6	0
Cc1ccc(-c2noc(CCCN3C(=O)c4ccccc4C3=O)n2)cc1	-17	17	-3	2	-4	2	nt	10	-0.9	1
Fc1cccc(NC(=S)N2CCCC2)c1	4	-4	-10	4	nt	1	0	4	-2.6	-2
O=C(O)CC1S/C(=N/N=C2CCCCC2)N(c2ccccc2)C1=O (stereo unspecified)	0	0	-5	2	12	-3	15	-9	-0.4	-3
O=C(NCCc1ccccc1)c1cc2ncc(Br)cn2n1	22	-22	4	-24	-2	2	29	16	0.1	nt
FC(F)(F)Oc1ccc(NC(=S)NCCCN2CCOCC2)cc1	9	-9	-1	-5	-1	-3	-6	14	21	-2
CNC(=O)c1ccc(-c2ccc(F)cc2)s1	9	-9	-3	-2	-4	-1	55	nt	-0.8	0
CCOC(=O)C1CCCN(C(=O)C(C)(C)Oc2ccc(Cl)cc2)C1 (stereo unspecified)	-10	10	0	-9	10	1	2	nt	-0.1	2
COc1ccccc1/C=C/C(=O)OCC(=O)Nc1c(C)nn(-c2ccccc2)c1C	-5	5	-10	-8	9	-3	-3	nt	-0.8	-7
Cc1cccc(Nc2nc(N)nc(CSc3nccc(C)n3)n2)c1	2	-2	-6	-12	-3	-1	21	-4	-0.6	-7
CCOC(=O)c1ccc2nc(C)c3c(c2c1)OC(C)C3 (stereo unspecified)	-10	10	-19	-10	1	nt	-2	19	nt	-2
COc1ccc(S(=O)(=O)N(C)c2ccc(C(N)=O)cc2)cc1	3	-3	1	-16	-9	-2	-11	-8	0.2	nt
Cc1ccc(OCc2nnc(SCC(=O)Nc3sc(C)c(C)c3C#N)n2C)cc1	-24	24	26*	1	-10	0	nt	nt	-0.2	-5
N/C(=N\OC(=O)CCc1ccccc1)c1ccccc1Cl	7	-7	-3	0	nt	-3	24	-7	-1.8	-2
O=C(NCc1cccs1)c1ccccc1C(=O)NCc1cccs1	7	-7	1	-14	14	-1	13	nt	-0.9	0
COc1ccc2nc(SCC(=O)NCC3CCCO3)c(C#N)cc2c1 (stereo unspecified)	nt	nt	-6	-4	-9	7	nt	-19	-1.7	-1
COc1cc(NC(=O)NCC2CCN(Cc3ccccc3F)CC2)cc(OC)c1	-7	7	-1	-9	-9	0	-15	1	-3.6	2
CCC(C)n1c(SCC(=O)Nc2ccccc2C(F)(F)F)nc2ccsc2c1=O (stereo unspecified)	-23	23	-8	-20	-8	-2	-2	nt	-0.8	nt
CCCN(CCC)C(=O)NC1CC(=O)N(c2ccc(OC)cc2)C1 (stereo unspecified)	-8	8	-2	-9	0	1	-3	6	-0.4	-6
CC1(C)Cc2nc3sc4c(=O)n(CC(=O)NCc5ccccc5)cnc4c3cc2CO1	-5	5	-2	6	7	0	-2	-12	-1.3	-3
O=C1CSC(c2cccc([N+](=O)[O-])c2)N1c1ccccc1 (stereo unspecified)	3	-3	6	5	0	1	-3	9	0.4	-5
O=S(=O)(NCc1ccc(F)cc1)c1ccc(-c2cnc(C3CC3)o2)cc1	8	-8	-13	-10	-6	0	2	-1	-4.0	-1
CCC(=O)Oc1ccc(C2NC(=O)c3ccccc3O2)cc1OC (stereo unspecified)	14	-14	-5	3	-6	1	nt	-12	0.7	1
COc1cc(/C=N/NC(N)=S)cc(Br)c1OCc1ccccc1F	-50	50	15	-14	0	-3	-1	-54	-1.0	124*
CC(=O)CSc1nc2ccccc2o1	-10	10	4	6	7	-3	nt	nt	-0.9	2
COc1ccc(/C=N/N=C2/NC(=O)C(CC(=O)O)S2)cc1OCc1ccc(Cl)cc1Cl (stereo unspecified)	7	-7	-6	-12	9	2	-3	-63	-4.1	-1
O=C(c1ccc(F)cc1)N1CCN(c2ccc([N+](=O)[O-])c(N3CCCCC3)c2)CC1	-31	31	-7	-7	10	10	-13	11	-0.3	-1
Cc1ccc(OCCOc2cccc(/C=N/NC(N)=O)c2)cc1	-6	6	0	-14	8	nt	22	-1	-0.6	11
COc1ccc(CCN(C)C(=O)CNC(=O)c2ccc3c(c2)OCO3)cc1OC	-5	5	6	6	8	33	6	11	-2.4	0
C[C@@H](C(=O)Nc1ccc2ccccc2c1)[C@H]1C[C@]1(C)[C@H](NC(=O)OCc1ccccc1)c1ccccc1	-8	8	5	2	2	nt	-2	-9	0.1	0
CC1CCCC(C)N1c1nnc(NC(=O)Cn2c(=O)oc3ccccc32)s1 (stereo unspecified)	nt	nt	-5	-3	3	nt	-5	-5	-1.0	nt
O=C(Cn1nc([N+](=O)[O-])nc1Br)NC(c1ccccc1)c1ccccc1	17	-17	-6	-7	-12	1	-28	-20	0.8	3
CCOc1ccccc1N(CC(=O)Nc1ccc(OC)cc1OC)S(=O)(=O)c1ccccc1	6	-6	-13	-17	0	1	-7	-23	-1.9	-4
Cc1cccc(N(C)S(=O)(=O)c2ccc3[nH]cc(C(=O)N4CCOCC4)c(=O)c3c2)c1	-1	1	-10	-10	3	0	-1	-3	-0.4	3
O=C(CCc1ccccc1)NNC(=O)c1cccc(F)c1	6	-6	9	-17	nt	0	1	-13	-0.8	4
CCN(C(=O)COC(=O)c1c(C)noc1C)C1CCS(=O)(=O)C1 (stereo unspecified)	21	-21	6	-8	-2	-1	-2	2	0.1	-1
COc1ccc(Br)cc1CN1CCCC(C(=O)N2CCCCC2)C1 (stereo unspecified)	10	-10	-7	8	10	-1	nt	nt	-0.1	-2
Cc1c(CCOC(=O)c2cccc([N+](=O)[O-])c2)sc[n+]1CC(=O)c1ccccc1	1	-1	-1	-3	14	0	2	-26	-2.9	9
Cc1ccccc1C(=O)Nc1ccc(-c2nc3ccc(C(=O)c4ccccc4)cc3[nH]2)cc1	-33	33	8	-8	-8	-2	-1	0	-5.6	-4
CS(=O)(=O)NCC(c1ccco1)N1CCN(c2ccc(F)cc2)CC1 (stereo unspecified)	11	-11	5	-10	-2	-3	10	7	-0.2	-5
Cc1cccc(Cn2cnc3c(NS(C)(=O)=O)c(C)c(C)cc32)c1	-23	23	-7	8	16	3	1	-10	-0.7	-2
COc1ccc(N(CC(=O)Nc2cc(C)ccc2OC)S(=O)(=O)c2c(C)noc2C)cc1	-16	16	-6	-8	nt	-1	nt	nt	-1.7	2

# (more compounds)
compound	SR-BI DiI-HDL act	SR-BI DiI inh	dFosB activator	PvdQ acylase	Rtt109 HAT inh	NSD2 inh	MITF act	PfHsp90 yeast 2	CAL PDZ FP-1	CAL PDZ FP-2
O=C(Nc1ccccc1Cl)c1ccc(-n2cccn2)c([N+](=O)[O-])c1	-2	2	-6	-9	-5	1	7	-9	-1.9	-6
COc1cc(C(=O)NCCCNc2ccc([N+](=O)[O-])cc2)cc(OC)c1OC	-25	25	4	-8	2	1	-3	4	-0.2	-3
CN(C)c1ccc(NC(=O)COC(=O)Cn2nnc3ccccc32)cc1	-4	4	1	-3	-9	3	11	-1	-1.4	0
O=C(O)/C=C/c1ccc(-c2cccc(C(F)(F)F)c2)o1	14	-14	-4	0	-7	-8	9	-11	-1.4	-4
O=C(NCCc1ccccc1)c1ccc(Cl)c(S(=O)(=O)N2CCOCC2)c1	-5	5	0	4	10	-8	4	-2	-2.2	1
CC1C(c2ccccc2)=[N+]([O-])C2(CCCC2)N1O (stereo unspecified)	16	-16	-1	2	-3	-16	-2	6	0.2	0
CCN(CC(=O)Nc1cc(Cl)ccc1C)C(=O)CCS(=O)(=O)c1ccc(Cl)cc1	nt	-32	-15	-14	-8	23	-9	-2	-0.6	nt

# NSD2 inh, what is marked active above.
compound	SR-BI DiI-HDL act	SR-BI DiI inh	dFosB activator	PvdQ acylase	Rtt109 HAT inh	NSD2 inh	MITF act	PfHsp90 yeast 2	CAL PDZ FP-1	CAL PDZ FP-2
CC1CCCCN1C(=O)CCNC(=O)Cn1cnc2ccccc2c1=O (stereo unspecified)	23	-23	3	1	-4	94*	-4	16	-1.4	-1

# High-throughput results from PubChem BioAssay.
